MDM2 E3 inh = Mdm2 E3 ligase (human) inhibition; hit rate 0.11% among 210,000; signal enhancement, % at 5 µM; cell-based MDM2 ubiquitination luciferase reporter, 2 h; 0 = plate control, 100 = twice control, blank-subtracted;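 active means signal enhancement of 30% or more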;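 further: luminescence tracks abundance of the self-degrading MDM2-luciferase fusion protein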
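Assay system: stable mammalian line carrying autodegrading MDM2–luciferase fusion reporter; Input: 2000 cells in each well; Compound dosing: single-point 5 µM; Schedule: 2 h compound exposure at 37 °C; Signal: SteadyLite luciferase luminescence after 15 min room-temperature reagent incubation; Evaluation: % luminescence enhancement versus blank-corrected plate control mean; Benchmarks: plate controls and plate blanks.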
eIF4E 4G PPI = inhibitors of eIF4E and eIF4G interaction in translation initiation | AID 782 | P63073+Q04637 | hit rate 0.37% among 220,000 | inhibition, % at 21.7 µM | TR-FRET eIF4E-eIF4GI(517-606) binding, 2 h;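 active means inhibition above about 30%, limit read from the data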;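 further: 0% = full FRET control wells and 100% = background wells lacking eIF4GI fragment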
FXIIa inh = blocks human coagulation factor XIIa protease activity; P00748; purified FXIIa, Boc-QGR-AMC fluorogenic substrate, 2 h; inhibition, % at 5 µM; hit rate 0.3% among 220,000; AID 800; in the data active means inhibition above about 40%;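 further: 0% = enzyme with no compound and 100% = blank without enzyme; many of its hits are not listed in these tables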
Target sequence (P00748 20-372 limits assumed): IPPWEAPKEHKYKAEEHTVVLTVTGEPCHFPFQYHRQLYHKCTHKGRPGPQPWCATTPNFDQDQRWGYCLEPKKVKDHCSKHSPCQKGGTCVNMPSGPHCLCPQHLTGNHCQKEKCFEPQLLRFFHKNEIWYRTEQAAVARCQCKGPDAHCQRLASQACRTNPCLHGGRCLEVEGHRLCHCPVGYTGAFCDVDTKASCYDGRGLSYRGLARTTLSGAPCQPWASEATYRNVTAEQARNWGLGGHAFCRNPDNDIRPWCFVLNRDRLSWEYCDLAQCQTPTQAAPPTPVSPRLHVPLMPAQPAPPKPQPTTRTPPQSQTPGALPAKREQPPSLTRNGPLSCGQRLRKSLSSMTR
Target sequence (P00748 373-615 limits assumed): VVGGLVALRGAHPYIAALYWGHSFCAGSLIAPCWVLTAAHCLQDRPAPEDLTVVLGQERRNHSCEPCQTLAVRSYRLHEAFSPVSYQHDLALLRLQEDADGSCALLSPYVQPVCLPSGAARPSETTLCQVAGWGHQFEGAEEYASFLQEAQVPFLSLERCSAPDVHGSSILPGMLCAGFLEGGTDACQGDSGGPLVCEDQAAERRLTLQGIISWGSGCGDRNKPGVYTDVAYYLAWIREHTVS
Rad51 HR inh = blocks human Rad51 in homologous recombination. Q06609. hRad51 DNA strand exchange, fluorescence dequenching. inhibition, % at 10 µM. hit rate 0.085% among 200,000;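 active means inhibition above 40% at the single screening dose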;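 further: 0% = DMSO control wells and 100% = blanks with heterologous ssDNA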
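Test system: preformed human Rad51 ssDNA filaments; also added: Donor/quencher-labelled 47-bp dsDNA substrate; doses: 10 µM final, single point; times: 37 °C 15-min filament assembly, 30-min compound preincubation, 15-min exchange; detection: FRET fluorescence dequenching, excitation 485 nm, emission 520 nm; read-out basis: Fluorescence-based percent inhibition, control- and blank-normalised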
14-3-3 Bad PPI = disrupts binding of bovine 14-3-3 zeta to phospho-Bad peptide | P63103 | AID 781 | hit rate 0.71% among 220,000 | inhibition, % at 21.7 µM | TR-FRET 14-3-3zeta/Dy647-pBad peptide displacement, 1 h;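 active means inhibition above about 70%, limit read from the data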;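 further: 0% = full 14-3-3 plus peptide FRET controls and 100% = background without 14-3-3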
Target sequence (P63103 whole entry, looked up): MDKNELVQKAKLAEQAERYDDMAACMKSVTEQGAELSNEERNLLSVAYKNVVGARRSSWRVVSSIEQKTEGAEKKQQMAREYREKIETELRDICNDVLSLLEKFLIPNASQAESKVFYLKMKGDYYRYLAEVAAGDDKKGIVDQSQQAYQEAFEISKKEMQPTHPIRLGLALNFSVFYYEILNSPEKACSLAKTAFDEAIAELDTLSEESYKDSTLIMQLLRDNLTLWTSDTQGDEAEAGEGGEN
Wee1 degr inh = human Wee1 degradation inhibition, primary screen; hit rate 1.2% among 220,000; reporter increase, % at 5 µM; P30291; HeLa Luc-Wee1K328M stability, luciferase luminescence; 100% = proteasome inhibitor MG132 effect;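 active means activation above the mean of all tested compounds plus 3 SD, set per screening run, cut at about 8.8% in these data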;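 further: cells exposed to compound for 20 h before luminescence read; 0% = DMSO alone and 100% = MG132 at 30 µM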
FXIa inh 1536 = factor XIa (human) inhibition; P03951; purified FXIa, Boc-Glu-Ala-Arg-AMC fluorogenic substrate; hit rate 0.14% among 220,000; inhibition, % at 5 µM;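 active means inhibition of at least 40%; inactive means inhibition below 40%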;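 further: fluorescence of freed AMC excited at 355 nm; 0% = enzyme without compound and 100% = no enzyme blank; many of its hits are not listed in these tables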
p97 inhibitor = blocks human p97 ATPase activity; P55072; recombinant p97 ATPase, Kinase-Glo ATP luminescence, 3 h; inhibition, % at 8 µM; hit rate 0.42% among 220,000; AID 1481; in the data active means inhibition above about 15%;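 further: 0% = DMSO vehicle and 100% = wells lacking enzyme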
hK5 inh = inhibitors of human kallikrein 5; inhibition, % at 5 µM; hit rate 0.59% among 210,000; recombinant hK5, fluorogenic AMC substrate cleavage;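 active means inhibition of 40% or more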;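 further: 0% = enzyme controls without compound and 100% = no-enzyme blanks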
Target sequence (Q9Y337 67-293 limits assumed): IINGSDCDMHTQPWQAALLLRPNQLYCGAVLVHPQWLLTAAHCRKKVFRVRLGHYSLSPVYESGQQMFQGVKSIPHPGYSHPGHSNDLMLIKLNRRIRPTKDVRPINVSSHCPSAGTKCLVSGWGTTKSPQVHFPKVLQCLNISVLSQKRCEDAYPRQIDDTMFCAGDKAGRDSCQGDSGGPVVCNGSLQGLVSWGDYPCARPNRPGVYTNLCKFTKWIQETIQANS
* marks the source's active call; other numbers are inactive results; [ ] = remark or other dose.

Screening CCCN(CCC)CC(O)CN1C(=O)N(CN2C(=O)N(CC(O)CN(CCC)CCC)C(=O)C2(C)C)C(C)(C)C1=O (configuration not stated) returned MDM2 E3 inh -1, eIF4E 4G PPI 1, FXIIa inh 6, Rad51 HR inh 12, 14-3-3 Bad PPI -16, Wee1 degr inh -2, FXIa inh 1536 -4, p97 inhibitor 4 and hK5 inh -5.
Screening COCCNC(=O)Cn1cnc2ccc(S(=O)(=O)N3CCC(C)CC3)cc2c1=O returned MDM2 E3 inh 9, eIF4E 4G PPI 3, FXIIa inh 14, Rad51 HR inh 1, 14-3-3 Bad PPI 6, Wee1 degr inh 6, FXIa inh 1536 3, p97 inhibitor -2 and hK5 inh -9.
`Cc1noc(C)c1S(=O)(=O)N1CCCC(C(=O)NC2CCCCC2)C1` (configuration not stated) gave MDM2 E3 inh 0, eIF4E 4G PPI -8[fluorescence artefact?], FXIIa inh -14, Rad51 HR inh -1, 14-3-3 Bad PPI -4, Wee1 degr inh 0, FXIa inh 1536 0, p97 inhibitor 1 and hK5 inh -26.
`CC1(c2nnc(-c3ccccc3)o2)CC(c2ccc(F)cc2)=NO1` (configuration not stated) gave MDM2 E3 inh 3, eIF4E 4G PPI 2, FXIIa inh 3, Rad51 HR inh 0, 14-3-3 Bad PPI -3, FXIa inh 1536 -2 and hK5 inh 0.
Screening O=C1CCC(=O)N1c1ccc(CSc2nnnn2C2CCCCC2)cc1 returned MDM2 E3 inh -6, eIF4E 4G PPI -1[fluorescence artefact?], FXIIa inh 10, Rad51 HR inh 9, 14-3-3 Bad PPI 2, Wee1 degr inh 1, FXIa inh 1536 0, p97 inhibitor 0 and hK5 inh -22.
`C=CCC(NCc1ccccc1)c1ccc(C)o1` (configuration not stated) gave MDM2 E3 inh 2, eIF4E 4G PPI 1, FXIIa inh 16, Rad51 HR inh -1, 14-3-3 Bad PPI 15, Wee1 degr inh 2, FXIa inh 1536 9, p97 inhibitor 1 and hK5 inh -6.
`Cc1c(C(=O)NC(=S)Nc2ccc3c4c(cccc24)CC3)cccc1[N+](=O)[O-]` gave MDM2 E3 inh -7, eIF4E 4G PPI 3, FXIIa inh 17, Rad51 HR inh -9, 14-3-3 Bad PPI -5, Wee1 degr inh 0, FXIa inh 1536 1, p97 inhibitor 2 and hK5 inh -1.
`Cn1c(/C(C#N)=C/c2ccncc2)nc2ccccc21` gave MDM2 E3 inh -26, eIF4E 4G PPI -1, FXIIa inh 4, Rad51 HR inh 3, 14-3-3 Bad PPI -2, Wee1 degr inh -1, FXIa inh 1536 -4, p97 inhibitor 3 and hK5 inh 0.
For Cc1ccsc1/C=N/NC(=O)Cc1ccc(Cl)cc1 the results were eIF4E 4G PPI -11, FXIIa inh 14, Rad51 HR inh -2, 14-3-3 Bad PPI -5, Wee1 degr inh -1, FXIa inh 1536 1, p97 inhibitor -7 and hK5 inh 2.
Screening CC(=O)c1c(C(C)=O)c(C)n(NC(=O)c2cccnc2)c1C returned MDM2 E3 inh -1, eIF4E 4G PPI 3, FXIIa inh 16, Rad51 HR inh -7, 14-3-3 Bad PPI -7, Wee1 degr inh -2, FXIa inh 1536 0, p97 inhibitor 1 and hK5 inh -6.
`Cc1nnc(SCc2nc3sc4c(c3c(=O)[nH]2)CCCC4)[nH]c1=O` gave MDM2 E3 inh 0, eIF4E 4G PPI -3, Rad51 HR inh -11, 14-3-3 Bad PPI -1, Wee1 degr inh 0, FXIa inh 1536 -5, p97 inhibitor -1 and hK5 inh -5.
Cc1ccc(/C=N/NC(=O)c2c(-c3ccccc3)noc2C)o1 was read as MDM2 E3 inh -9, eIF4E 4G PPI -5, FXIIa inh 11, 14-3-3 Bad PPI 7, Wee1 degr inh -1, FXIa inh 1536 17, p97 inhibitor -5 and hK5 inh -9.

Next part, overlapping the part above by two compounds.
`Cc1nnc(SCc2nc3sc4c(c3c(=O)[nH]2)CCCC4)[nH]c1=O` gave MDM2 E3 inh 0, eIF4E 4G PPI -3, Rad51 HR inh -11, 14-3-3 Bad PPI -1, Wee1 degr inh 0, FXIa inh 1536 -5, p97 inhibitor -1 and hK5 inh -5.
Cc1ccc(/C=N/NC(=O)c2c(-c3ccccc3)noc2C)o1 was read as MDM2 E3 inh -9, eIF4E 4G PPI -5, FXIIa inh 11, 14-3-3 Bad PPI 7, Wee1 degr inh -1, FXIa inh 1536 17, p97 inhibitor -5 and hK5 inh -9.
For CCOC(=O)N1CCN(S(=O)(=O)c2ccc(C(=O)Nc3nnc(CSC)o3)cc2)CC1 the results were MDM2 E3 inh 1, eIF4E 4G PPI 0, FXIIa inh 4, Rad51 HR inh 18, 14-3-3 Bad PPI -7, Wee1 degr inh -1, FXIa inh 1536 4, p97 inhibitor -1 and hK5 inh -8.
Fc1ccc(CSc2nnc(-c3cc4c(s3)-c3ccccc3CC4)o2)cc1 was read as MDM2 E3 inh -23, eIF4E 4G PPI 12[fluorescence artefact?], FXIIa inh -60, Rad51 HR inh -1, 14-3-3 Bad PPI 0, Wee1 degr inh 1, FXIa inh 1536 -17, p97 inhibitor -9 and hK5 inh -358.
Cc1ccc(S(=O)(=O)N(C)c2ccc(OCC(=O)O)cc2)cc1 was read as MDM2 E3 inh -21, eIF4E 4G PPI 5, FXIIa inh 17, Rad51 HR inh -1, 14-3-3 Bad PPI 4, Wee1 degr inh -1, FXIa inh 1536 6, p97 inhibitor -3 and hK5 inh -9.
Cc1nc(-c2ccccc2)sc1-c1nc(-c2cccnc2)ncc1S(=O)(=O)c1ccccc1 was read as MDM2 E3 inh -11, eIF4E 4G PPI -2[fluorescence artefact?], FXIIa inh 0, Rad51 HR inh 4, 14-3-3 Bad PPI -3[fluorescence artefact?], Wee1 degr inh 0, FXIa inh 1536 -6, p97 inhibitor 5 and hK5 inh 2.
`CC1CCN(CCc2nc3cc(NC(=O)Nc4ccccc4)ccc3n2C)CC1` gave MDM2 E3 inh -6, eIF4E 4G PPI 2, FXIIa inh -9, Rad51 HR inh -7, 14-3-3 Bad PPI 4, Wee1 degr inh 2, FXIa inh 1536 -12, p97 inhibitor 3 and hK5 inh -1.
CC(C)[C@@H]1NC(=O)c2cc([N+](=O)[O-])cc(I)c2NCC[C@@H](C(N)=O)NC(=O)[C@H](CO)NC1=O was read as eIF4E 4G PPI 9[fluorescence artefact?], FXIIa inh 15, Rad51 HR inh -3, 14-3-3 Bad PPI 2[fluorescence artefact?], Wee1 degr inh -3, FXIa inh 1536 2, p97 inhibitor 18* and hK5 inh -8.
O=C(O)CSc1nnc(CSc2nc3ccccc3s2)n1-c1ccccc1 was read as MDM2 E3 inh -8, eIF4E 4G PPI 1, FXIIa inh 2, Rad51 HR inh 3, 14-3-3 Bad PPI -2, Wee1 degr inh 3, FXIa inh 1536 -3, p97 inhibitor 2 and hK5 inh 3.
O=c1[nH]nc(Cc2ccc(-c3cccc(Cl)c3)o2)c2ccccc12 was read as MDM2 E3 inh -1, FXIIa inh 6, Rad51 HR inh 2, Wee1 degr inh -2, FXIa inh 1536 4, p97 inhibitor -4 and hK5 inh 0.
For Cc1cnc(NC(=O)CSc2nnc(N)s2)s1 the results were MDM2 E3 inh -3, eIF4E 4G PPI 10, FXIIa inh 7, Rad51 HR inh -2, 14-3-3 Bad PPI -3, Wee1 degr inh 0, FXIa inh 1536 -4, p97 inhibitor 3 and hK5 inh 1.
`Cc1ccc(-c2nn(-c3ccccc3)cc2CN(C)C(=O)CCC(=O)O)cc1C` gave MDM2 E3 inh -14, eIF4E 4G PPI 3, FXIIa inh 6, Rad51 HR inh 9, 14-3-3 Bad PPI -14, Wee1 degr inh 7, FXIa inh 1536 -15, p97 inhibitor 2 and hK5 inh 12.
`O=C(NCCCn1ccnc1)C1CC2CCC1C2` (configuration not stated) gave MDM2 E3 inh -16, eIF4E 4G PPI -2[fluorescence artefact?], FXIIa inh 18, Rad51 HR inh -1, 14-3-3 Bad PPI -10[fluorescence artefact?], Wee1 degr inh 2, FXIa inh 1536 1, p97 inhibitor -8 and hK5 inh 17.
Screening Cc1cc(C)c(-c2cc(C)nc3ncnn23)c(C)c1 returned MDM2 E3 inh -10, eIF4E 4G PPI -3, FXIIa inh 4, Rad51 HR inh 9, 14-3-3 Bad PPI -8, Wee1 degr inh -3, FXIa inh 1536 6, p97 inhibitor 3 and hK5 inh -4.
O=C1c2cccc3cccc(c23)C(=O)N1c1ccccn1 was read as MDM2 E3 inh -28, eIF4E 4G PPI 3, FXIIa inh 29, Rad51 HR inh -11, 14-3-3 Bad PPI 4, Wee1 degr inh -2, FXIa inh 1536 34, p97 inhibitor -7 and hK5 inh 47*.
`O=C(CN1CCN(c2nc(-c3ccc(Cl)cc3)cs2)CC1)NCc1ccco1` gave MDM2 E3 inh 22, eIF4E 4G PPI -10, FXIIa inh 7, Rad51 HR inh 4, 14-3-3 Bad PPI -2, Wee1 degr inh 3, FXIa inh 1536 11, p97 inhibitor 3 and hK5 inh -12.
For CC1(C)Cc2cccc(OCC(=O)N3CCN(S(=O)(=O)c4ccccc4F)CC3)c2O1 the results were MDM2 E3 inh -8, eIF4E 4G PPI -1, FXIIa inh 1, Rad51 HR inh -7, 14-3-3 Bad PPI 5, Wee1 degr inh 0, FXIa inh 1536 0, p97 inhibitor -4 and hK5 inh 12.
`Cc1ccc2c(c1)-c1ncc(C(=O)c3cc(Br)ccc3O)cc1CO2` gave MDM2 E3 inh -9, eIF4E 4G PPI -5, FXIIa inh 7, Rad51 HR inh 13, 14-3-3 Bad PPI -12, Wee1 degr inh 5, FXIa inh 1536 4, p97 inhibitor 5 and hK5 inh 0.
For O=C(COc1ccc(OCc2ccccc2)cc1)NN=C1CCCC1 the results were MDM2 E3 inh -21, eIF4E 4G PPI 4, FXIIa inh 4, Rad51 HR inh 15, 14-3-3 Bad PPI -10, Wee1 degr inh 2, FXIa inh 1536 6, p97 inhibitor 3 and hK5 inh -5.
O=C(Nc1cc(Cl)ccc1N1CCOCC1)c1ccc2c(c1)OCCO2 was read as MDM2 E3 inh -2, eIF4E 4G PPI -4, FXIIa inh 4, Rad51 HR inh 2, 14-3-3 Bad PPI -11, Wee1 degr inh 2, FXIa inh 1536 2, p97 inhibitor -3 and hK5 inh 0.
CN(C)CCn1c(=N)n(CC(O)c2ccc(Cl)c(Cl)c2)c2ccccc21 (configuration not stated) was read as MDM2 E3 inh -14, eIF4E 4G PPI 2, FXIIa inh 11, Rad51 HR inh 0, 14-3-3 Bad PPI -5, Wee1 degr inh -1, FXIa inh 1536 -1, p97 inhibitor -1 and hK5 inh 3.
For C/C(=N/Nc1nc(-c2ccccc2)c(CC(=O)O)s1)c1ccccc1 the results were MDM2 E3 inh -20, eIF4E 4G PPI -5, FXIIa inh 10, Rad51 HR inh 9, 14-3-3 Bad PPI 4, Wee1 degr inh -3, FXIa inh 1536 -2, p97 inhibitor 8 and hK5 inh 5.
Screening Cc1cccc2cc(CN(Cc3cccnc3)C(=O)c3ccncc3)c(=O)[nH]c12 returned MDM2 E3 inh -7, eIF4E 4G PPI 0, FXIIa inh 12, Rad51 HR inh 0, 14-3-3 Bad PPI 3, Wee1 degr inh 9, FXIa inh 1536 2, p97 inhibitor -1 and hK5 inh 3.
Screening N#CCSc1nc2ccccc2c(=O)n1C1CCCCC1 returned MDM2 E3 inh -5, eIF4E 4G PPI 1, FXIIa inh 6, Rad51 HR inh 4, 14-3-3 Bad PPI 35, Wee1 degr inh 4, FXIa inh 1536 -4, p97 inhibitor 3 and hK5 inh -18.

Random draw from the library, and some 3.5% of all compounds hit somewhere here.
